# ADAM17 inh: inhibits human ADAM17. recombinant ADAM17, EDANS/DABCYL FRET peptide cleavage. inhibition, % at 6.95 µM. 370,000 tested, 0.83% active;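 active = inhibition above the mean of compounds lying between control limits plus 3 SD, set per campaign, cut at about 8.5% in these data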;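 note: 0% = DMSO-only wells as the low control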
# ASAP1 inh: inhibitors of human ASAP1 ArfGAP activity. AID 624377. Q9ULH1. 360,000 tested, 0.19% active. inhibition, % at 16.5 µM. ASAP1-stimulated ARF1 GTP hydrolysis, GDP FP detection; in the data active = inhibition above about 25%;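 note: 0% = vehicle with enzyme and substrate and 100% = no enzyme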
# LEDGF integ inh: blocks HIV-1 LEDGF/p75-dependent DNA integration; AID 743269; TR-FRET IN-LEDGF/p75 DNA integration, Eu/Cy5; inhibition, % at 3.7 µM; 370,000 tested, 0.64% active;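 active = inhibition above the screen-wide mean plus 3 SD, cut at about 13% in these data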;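 note: signal is the Cy5 over europium emission ratio at 671 and 618 nm; 0% = plate median of compound wells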
# proKLK7 act: activators of human kallikrein-7 zymogen | 370,000 tested, 0.9% active | purified proKLK7, EDANS-DABCYL substrate fluorescence; 100% is mature enzyme control, 0% vehicle | activation, % at 7 µM;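 active = activation above the mean of all tested compounds plus 3 SD, computed per campaign excluding outliers beyond control limits, cut at about 13% in these data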
# ARFGAP1 inh: inhibits rat ARF GTPase activating protein 1 | inhibition, % at 16.5 µM | Q62848 | Arfgap1-stimulated ARF1 GTP hydrolysis, GDP FP detection | 360,000 tested, 0.26% active;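 active = inhibition above a per-plate limit, mean inhibition of low control wells plus 3 SD, cut at about 25% in these data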;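 note: 0% = DMSO wells with enzyme and 100% = wells lacking Arfgap1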
#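 Material: truncated rat Arfgap1 GAP domain; Incubation: compound-enzyme preincubation 20 min, reaction 120 min, detection 60 min, 25 °C; Read-out: percent inhibition of Arfgap1-stimulated GTP hydrolysis; Technique: FP, GDP Alexa 633 tracer displaced from anti-GDP antibody, 620/688 nm; Controls: No-Arfgap1 wells (100%) versus DMSO full-reaction wells (0%); Replication: single well per compound.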
# PLC-gamma1 inh: blocks human PLC-gamma1 enzyme activity; inhibition, % at 12.2 µM; P19174; 370,000 tested, 0.84% active; purified PLC-gamma1, fluorogenic substrate, fluorescence; in the data active = inhibition above about 9.5%
# Target sequence (P19174 whole entry, looked up): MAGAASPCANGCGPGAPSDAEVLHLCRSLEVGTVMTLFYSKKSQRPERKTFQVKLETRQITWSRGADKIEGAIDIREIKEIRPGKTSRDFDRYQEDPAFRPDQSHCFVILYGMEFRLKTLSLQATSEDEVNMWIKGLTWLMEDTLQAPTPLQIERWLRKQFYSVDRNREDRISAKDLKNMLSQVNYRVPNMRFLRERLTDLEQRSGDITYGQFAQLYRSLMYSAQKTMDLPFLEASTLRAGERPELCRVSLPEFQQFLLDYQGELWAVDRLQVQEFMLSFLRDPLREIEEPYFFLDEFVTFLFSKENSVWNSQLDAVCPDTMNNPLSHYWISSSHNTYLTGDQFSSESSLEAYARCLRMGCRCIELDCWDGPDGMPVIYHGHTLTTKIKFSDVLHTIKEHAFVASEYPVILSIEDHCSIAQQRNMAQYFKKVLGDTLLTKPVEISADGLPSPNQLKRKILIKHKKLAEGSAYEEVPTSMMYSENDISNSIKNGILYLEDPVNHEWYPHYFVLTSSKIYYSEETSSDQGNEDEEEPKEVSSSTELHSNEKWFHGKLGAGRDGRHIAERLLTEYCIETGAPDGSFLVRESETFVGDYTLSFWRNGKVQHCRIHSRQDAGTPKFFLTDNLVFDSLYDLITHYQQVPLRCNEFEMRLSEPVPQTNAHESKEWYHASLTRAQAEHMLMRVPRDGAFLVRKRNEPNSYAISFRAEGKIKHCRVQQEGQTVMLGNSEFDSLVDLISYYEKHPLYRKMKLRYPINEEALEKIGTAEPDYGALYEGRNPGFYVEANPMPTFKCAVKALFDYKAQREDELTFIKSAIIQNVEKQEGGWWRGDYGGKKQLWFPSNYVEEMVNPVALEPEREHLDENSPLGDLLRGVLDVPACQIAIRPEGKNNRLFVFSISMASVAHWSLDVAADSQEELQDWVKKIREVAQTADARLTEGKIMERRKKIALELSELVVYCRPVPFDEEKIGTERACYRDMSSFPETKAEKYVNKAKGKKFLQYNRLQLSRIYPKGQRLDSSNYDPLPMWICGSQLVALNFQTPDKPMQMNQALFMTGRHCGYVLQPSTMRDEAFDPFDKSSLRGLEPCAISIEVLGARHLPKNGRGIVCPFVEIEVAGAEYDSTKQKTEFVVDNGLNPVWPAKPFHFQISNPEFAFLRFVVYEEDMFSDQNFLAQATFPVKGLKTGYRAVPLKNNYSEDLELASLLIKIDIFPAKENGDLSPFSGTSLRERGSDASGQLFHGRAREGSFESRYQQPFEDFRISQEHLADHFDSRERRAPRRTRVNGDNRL
# Tn7 DDE FP: DD(E)-Tn7 binding inhibition, primary FP screen | P02675 | FP displacement of FITC-Tn7 peptide from fibrin DD(E); 0% = median of compound wells per plate | inhibition, % at 8.3 µM | 370,000 tested, 0.13% active | AID 720508;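 active = inhibition above the mean of compounds falling within the control limits plus 3 SD of them, cut at about 14% in these data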;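 note: 0% = plate median of compound wells and 100% = 10 µM Aha-Tn7 peptide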
#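 Also added: labelled Tn7 tracer, 0.1 µM; Assay system: human fibrin DD(E) protein; Amount: 2 µM fibrin DD(E); Schedule: 10 min compound pre-incubation, 3 h probe incubation at room temperature; Repeats: one replicate per compound; Read-out basis: percent inhibition; Measured by: fluorescence polarization of the labelled Tn7 tracer.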
# ADAM10 inh: inhibits human ADAM10; O14672; 370,000 tested, 0.62% active; recombinant ADAM10, EDANS/DABCYL FRET peptide cleavage, 3 h; inhibition, % at 7 µM;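 active = inhibition above a per-campaign cutoff equal to the mean of compounds falling between control-based bounds plus 3 SD, cut at about 20% in these data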;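 note: 0% = DMSO wells while the 100% control is not disclosed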
# Tn6 DDE FP: DD(E)-Tn6 binding inhibition, primary FP screen; Fibrin DD(E) TRITC-Tn6 fluorescence polarization displacement; inhibition, % at 8.3 µM; 370,000 tested, 0.21% active;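 active = inhibition above a per-campaign cutoff: mean of compounds within control limits plus 3 SD, cut at about 15% in these data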;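 note: 0% = median of all compound wells on the plate and 100% = blocking peptide control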
# TDP2 inh: blocks human TDP2 phosphodiesterase activity. O95551. recombinant TDP2, T5PNP hydrolysis, p-nitrophenol absorbance 415 nm. 370,000 tested, 0.34% active. inhibition, % at 12.8 µM;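 active = inhibition above the mean of all tested compounds plus 3 SD, set per campaign, cut at about 25% in these data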;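 note: 0% = DMSO with enzyme and 100% = buffer with substrate but no TDP2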
#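 Read-out basis: percent inhibition. System: recombinant human TDP2. Buffer or medium: Mg2+-containing Tris-HCl buffer, pH 7.5. Repeats: single replicate. Timing: reaction 2 h, 37 °C. Benchmarks: high control without enzyme, low control DMSO plus TDP2. Probe or stimulus: 5 mM T5PNP. Doses: 12.8 µM only. Measured by: epi absorbance of p-nitrophenol freed from T5PNP by hydrolysis.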
# Active calls of the source: *.
SMILES,ADAM17 inh,ASAP1 inh,LEDGF integ inh,proKLK7 act,ARFGAP1 inh,PLC-gamma1 inh,Tn7 DDE FP,ADAM10 inh,Tn6 DDE FP,TDP2 inh
Cc1cc(C)cc(N(C(C)C(=O)N2CCCC2)S(C)(=O)=O)c1 (configuration not stated),-4.4,-6.9,0.5,0.5,3.3,-1.2,5.8,-9.9,3.6,-7.5
O=S(=O)(Nc1nc2ccccc2nc1Cl)c1ccccc1C(F)(F)F,-7.0,2.3,1.2,-0.1,5.7,-6.9,-6.2,-21.4,-0.4,-10.8
O=S(=O)(c1cccnc1)N1CCCC(Nc2ccc(F)c(F)c2)C1 (configuration not stated),5.9,4.5,0.0,-0.6,-0.5,2.7,3.1,-5.3,-6.1,-0.3
CN(C)c1ccc(N=Nc2cccc(F)c2)cc1,-1.1,-10.2,-6.4,-0.1,-6.2,0.5,-1.9,2.1,4.4,-15.3
CN(CC(=O)Nc1ccccc1Cl)C(=O)CN1C(=O)C2CCCCC2C1=O (configuration not stated),0.1,6.6,2.4,0.2,4.3,-0.7,-2.5,3.2,-3.5,-18.8
O=C(NCCN1CCC(n2c(=O)[nH]c3ccccc32)CC1)c1ccc(OC(F)(F)F)cc1,4.2,-3.1,-3.0,0.0,-5.0,0.3,-0.6,-3.8,-0.2,-6.4
C[C@H]1CN([C@@H](C)CO)C(=O)CCCn2nncc2CO[C@H]1CN(C)C(=O)C1CCCCC1,2.2,-2.7,-1.5,0.1,3.4,2.5,-2.2,-6.5,-4.2,-0.7
CC(=O)OC(COc1ccccc1)Cn1cnc2cc(C)c(C)cc21 (configuration not stated),1.7,-3.6,-5.1,0.0,8.0,0.1,5.2,0.2,-0.5,-10.2
Cc1ccc(CNC(=O)C2CCC(=O)N(CC3CCCCC3)C2)o1 (configuration not stated),-4.7,-0.6,1.8,0.1,4.0,-0.3,-0.2,-0.1,1.2,-6.1
COc1ccc(C(C(=O)NC2CCCCC2)N(C(=O)c2sc(C)nc2C)c2ccc(OC)cc2)cc1 (configuration not stated),-0.1,-4.4,-4.4,-0.1,2.7,0.8,-7.0,10.9,-4.1,7.4
COc1ccc(N/C(=C/[N+](=O)[O-])SC)cc1,2.6,5.2,-2.5,-0.5,-3.2,5.9,-2.7,10.6,0.6,-5.7
O=C(COc1ccccc1F)NNC(=O)c1ccc(N2CCCCC2)c([N+](=O)[O-])c1,0.1,2.1,-0.1,0.7,-5.3,0.2,-2.4,0.8,3.7,-1.5

# Four compounds from above, reduced to ADAM10 inh, Tn7 DDE FP and PLC-gamma1 inh.
SMILES | ADAM10 inh | Tn7 DDE FP | PLC-gamma1 inh
O=S(=O)(Nc1nc2ccccc2nc1Cl)c1ccccc1C(F)(F)F | -21.4 | -6.2 | -6.9
Cc1ccc(CNC(=O)C2CCC(=O)N(CC3CCCCC3)C2)o1 (configuration not stated) | -0.1 | -0.2 | -0.3
COc1ccc(N/C(=C/[N+](=O)[O-])SC)cc1 | 10.6 | -2.7 | 5.9
CC(=O)OC(COc1ccccc1)Cn1cnc2cc(C)c(C)cc21 (configuration not stated) | 0.2 | 5.2 | 0.1

# New compounds follow
SMILES,ADAM17 inh,ASAP1 inh,LEDGF integ inh,proKLK7 act,ARFGAP1 inh,PLC-gamma1 inh,Tn7 DDE FP,ADAM10 inh,Tn6 DDE FP,TDP2 inh
Cc1ccc2c(c1)N(C(=O)CCC(=O)NCCCN1CC(C)CC(C)C1)CCO2 (configuration not stated),-0.6,-7.0,0.7,0.4,0.6,4.7,4.8,4.6,-3.4,7.1
CC(C)N(C(=O)[C@H]1C[C@H](CC(=O)NCCCN(C)C)C(=O)N2CCc3c([nH]c4ccc(Cl)cc34)[C@]12C)C(C)C,-1.2,5.5,4.0,-0.8,4.2,0.4,-5.6,-2.4,-0.8,9.7
COC(=O)C1=C(C)N(C)C(=NCc2cccc(C(F)(F)F)c2)NC1c1ccc(F)cc1 (configuration not stated),-2.7,-11.4,-0.7,0.4,-2.4,1.6,3.2,-0.7,-7.8,1.2
CC1(C)CC(=O)C2=C(C1)NC(=O)NC2c1ccc([N+](=O)[O-])cc1 (configuration not stated),0.0,-8.5,-0.1,-0.6,7.1,1.2,0.1,0.8,-0.6,2.2
COC(=O)CCc1c(COC(C)=O)[nH]c(C(=O)OCc2ccccc2)c1C,-10.1,14.9,7.7,-0.5,5.8,-4.0,5.1,-5.0,-3.3,-7.2
CCOC(=O)[C@H]1[C@H]2COc3ccc(Cl)cc3[C@@H]2N2C(=O)c3ccc(F)cc3NC(=O)[C@@]12C,5.8,-3.5,5.0,0.3,-6.7,0.7,-0.5,5.9,-4.5,2.8
CCOC(=O)Cn1nc(-c2ccccc2)c2cnc3ccc(CC)cc3c21,0.2,-2.8,8.6,-0.7,-5.8,-11.5,4.3,-1.1,4.6,-10.8
COc1ccc(C2NC(=S)NC3=C2N2CCC3CC2)cc1 (configuration not stated),-5.4,-3.2,-2.2,0.4,-2.0,-0.5,3.5,0.2,-5.1,4.1
O=C(CCN1C(=O)c2ccc([N+](=O)[O-])cc2C1=O)Nc1cccc(O)c1,0.0,5.7,1.1,-0.4,5.8,-1.4,3.6,-6.6,1.3,6.7
OC(c1ccccc1)C(CN1CCOCC1)c1ccccc1 (configuration not stated),-3.5,-2.2,2.0,0.2,-2.5,-0.1,7.0,0.2,13.4,11.2
CCOC(=O)C1C(=O)C(C(=O)OCC)C(c2cccnc2)NC1c1cccnc1 (configuration not stated),-18.3,-4.5,0.9,4.3,11.5,-121.2,-6.0,-44.7,-2.1,-5.8
CCCC(C)NC(=O)CN1C(=O)c2cccc3cccc1c23 (configuration not stated),-17.6,7.8,2.2,7.1,3.3,-283.4,4.4,-44.8,0.2,6.3
CCCn1c(=C(C#N)C#N)s/c(=C2\C=Cc3ccccc3N2CC)c1=O,-4.4,-5.8,-6.1,-0.5,-7.0,-1.0,-5.7,1.2,-3.6,5.7
O=C(NC1CCCC1)C(c1cccs1)N(CC1CCCO1)C(=O)Cc1cccs1 (configuration not stated),-3.7,17.8,-2.6,-0.6,-1.7,-2.1,3.0,2.5,5.0,-7.8
O=C(COC(=O)/C=C/c1cccs1)NC1CC1,-1.4,-6.7,-3.3,0.3,2.4,1.4,-1.6,-6.3,5.0,-5.4
CCC(C(=O)Nc1cccnc1)c1ccccc1 (configuration not stated),-0.8,-3.2,-0.8,-0.2,-4.6,0.9,2.4,-2.9,3.6,0.5
Cc1ccc(C(=O)COc2nc(C)cc(C)c2C#N)cc1,-2.2,-9.7,4.4,0.0,21.6,3.0,3.5,2.6,-6.2,0.1
Cc1ccc(N(C(=O)CNC(=O)c2ccco2)C(C(=O)NC2CCCC2)c2ccncc2)cc1C (configuration not stated),-4.5,-2.8,-1.9,0.3,0.9,-1.1,6.1,1.4,3.8,4.5
CCN(CC)S(=O)(=O)c1cc(C(=O)OCC(=O)Nc2cccc(Br)c2)ccc1F,7.0,-12.3,1.6,-0.2,-0.8,-5.6,-0.4,8.8,-5.6,-1.6
CCOC(=O)N1CCN(C(=O)CSc2nnc(-c3cc(OC)cc(OC)c3)o2)CC1,-1.2,5.0,1.1,-0.3,2.6,0.2,-0.9,1.5,-1.2,9.2
CCOc1ccc(C2CC(=O)N(Nc3ccc([N+](=O)[O-])cc3[N+](=O)[O-])C2=O)cc1 (configuration not stated),3.1,-0.1,0.7,0.9,-3.7,3.4,-3.8,2.6,-3.8,-4.1
Cc1ccccc1-c1nc(NCCN(C)C)nc2ccsc12,-21.1,3.4,0.7,1.0,-0.5,-8.1,2.5,-65.9,-3.5,7.3
O=C(C1CCCN(S(=O)(=O)c2cc(Cl)ccc2Cl)C1)N1CCOCC1 (configuration not stated),-3.0,0.9,1.6,0.1,6.1,3.0,-4.7,-3.1,-8.5,-2.8
O=C(NC1CC1)c1cc(Cl)ccc1[N+](=O)[O-],-5.1,-6.0,-2.9,-0.2,10.8,0.2,-1.5,-2.3,-3.9,5.9
Cc1ccc(-c2nc3c(c(=O)c4ccccc4n3C)c(=O)n2-c2ccc(F)cc2)cc1,-1.1,-6.5,1.3,-1.1,9.1,-3.9,4.6,-4.1,1.7,5.5
CC(=O)Nc1ccc(CN2CCc3c([nH]c4ccccc34)C2c2ccccn2)cc1 (configuration not stated),4.5,23.2,-3.8,0.7,20.3,-5.9,-2.3,-5.6,-6.1,-3.5
O=c1c(-c2ccco2)[n+]([O-])c2ccccc2n1OCc1ccccc1[N+](=O)[O-],-4.7,-14.7,-1.7,-1.4,-8.3,-9.4,4.2,-4.5,1.0,5.8
CCOc1ccc(N(C(C)C(=O)NN=C2CCCCCCC2)S(C)(=O)=O)cc1 (configuration not stated),-3.0,-4.3,-1.7,0.5,-9.5,-1.8,2.6,-2.4,2.2,-10.2
O=C1NC[C@H](CCCCN2CCN(CCC3CCCCC3)C(=O)C2=O)N(CCc2ccccc2)C1=O,-2.1,0.0,4.1,0.4,13.2,1.0,-7.5,-5.2,-7.2,4.6
CC(=Cc1ccccc1)C=C1SC(=S)N(CCCC(=O)Nc2ccc(C(=O)O)cc2)C1=O,-6.8,-2.4,-2.7,-0.6,5.3,-1.0,-6.7,-11.2,-9.8,8.2
O=C1CC(C(=O)Nc2ccc(F)c(Cl)c2)N=C(N2CCCCC2)N1 (configuration not stated),-0.6,3.4,-2.5,0.1,-1.8,-2.9,4.7,-8.0,2.9,5.1
COc1ccc(C2(c3ccc(OC)cc3)NC(=O)N(CC(=O)Nc3ccccc3C)C2=O)cc1,1.4,-11.6,2.2,0.4,10.8,-0.1,1.3,7.3,10.1,-0.8
Cc1ccc2nnn(Cc3cccc(C(C)(C)C)c3O)c2c1,2.8,6.9,0.7,0.3,2.0,2.9,-0.3,12.8,-12.2,-5.3
CCOC(=O)C1CCN(Cc2cnc(Oc3ccc(Cl)cc3C)s2)CC1,5.1,8.5,1.9,0.1,-1.5,3.5,0.8,6.0,-2.7,-14.0
O=C(CNC(=O)c1ccc(Br)cc1)c1ccc(Br)cc1,-1.5,2.6,-7.6,-0.6,0.5,-2.8,-1.3,-8.8,4.9,-3.0
CC1CCN(S(=O)(=O)c2cccc(C(=O)NCc3ccco3)c2)CC1,-0.9,12.8,-1.7,0.3,-8.4,0.8,-4.0,-3.0,5.9,6.5

# Screening data as filed in PubChem BioAssay.
